Screens: PubChem BioAssay, several laboratories
GPR7 antagonist = blocks human GPR7 receptor signaling. P48145. GPR7-expressing cells, fluorescence antagonist assay. inhibition, % at 4.4 µM. actives 1.1% (n = 290,000); in the data active = inhibition above about 16%, passing the limit was not always enough;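 also: cells stimulated with the agonist NPW; 0% = agonist with vehicle and 100% = vehicle without agonist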
Target sequence (P48145 whole entry, looked up): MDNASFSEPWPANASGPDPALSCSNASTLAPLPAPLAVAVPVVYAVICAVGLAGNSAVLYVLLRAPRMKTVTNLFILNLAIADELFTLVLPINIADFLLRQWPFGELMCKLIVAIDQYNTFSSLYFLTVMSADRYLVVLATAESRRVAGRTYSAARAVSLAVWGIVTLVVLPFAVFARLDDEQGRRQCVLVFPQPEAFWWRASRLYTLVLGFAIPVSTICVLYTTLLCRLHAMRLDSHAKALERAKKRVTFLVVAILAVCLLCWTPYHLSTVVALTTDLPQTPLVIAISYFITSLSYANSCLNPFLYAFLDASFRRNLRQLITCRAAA
MEKK2 WT-MEK5 = raises or lowers MEK5 binding to wildtype human MEKK2 PB1 domain. Q9Y2U5. bead flow cytometry, Alexa488-MEK5 binding to MEKK2 WT; actives lie on both sides. binding response (% of control), % at 10 µM. actives 1.1% (n = 290,000). AID 1531; in the data active = binding response below about 67% or above about 130%
OXTR potentiate = potentiators of human oxytocin receptor | activation, % at 3 µM | CHO-OTR cells, Fluo-8 calcium fluorescence, potentiator mode; 0% = oxytocin EC15, 100% = EC100 | actives 0.061% (n = 320,000);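 active = activation above that plate's cutoff, the mean activation of tested compounds plus 3 SD, cut at about 6.6% in these data, passing the limit was not always enough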;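 also: 100% uses oxytocin at 75 nM as the full agonist control; some results filed as inactive read as strong as hits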
Target sequence (P30559 whole entry, looked up): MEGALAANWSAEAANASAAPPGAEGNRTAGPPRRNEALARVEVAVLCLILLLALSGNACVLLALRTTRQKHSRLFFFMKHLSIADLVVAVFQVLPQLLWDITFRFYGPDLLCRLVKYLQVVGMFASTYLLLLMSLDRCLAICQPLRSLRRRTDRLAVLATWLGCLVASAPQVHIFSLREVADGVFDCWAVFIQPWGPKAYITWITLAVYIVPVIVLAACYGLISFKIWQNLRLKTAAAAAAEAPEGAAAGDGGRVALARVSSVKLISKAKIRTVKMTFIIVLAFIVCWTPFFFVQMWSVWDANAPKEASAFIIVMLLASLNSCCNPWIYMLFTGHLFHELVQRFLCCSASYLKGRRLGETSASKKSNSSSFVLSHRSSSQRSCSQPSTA
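assay system = CHO-OTR cells, human receptor | schedule = compound 6 min at room temperature before oxytocin, 100 s read | detection = Fluo-8 intracellular calcium fluorescence, ex 470-495, em 515-575 nm | evaluation = normalized max/min fluorescence ratio, % activation | control set = EC15 oxytocin alone as 0%, 75 nM oxytocin (EC100) as 100%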
GalR3 antagonist = antagonists of human GalR3; O60755; HEK293 GalR3-CNG cAMP membrane potential fluorescence; galR3 body fused to GalR1 C-terminus; inhibition, % at 3 µM; actives 0.44% (n = 360,000);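 active = inhibition above the screen-wide average plus 3 SD, cut at about 13% in these data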;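 also: forskolin and galanin both at EC90 stimulate the cells; cAMP rise reported by CNG channel membrane potential dye signal; 0% = forskolin plus galanin with DMSO and 100% = forskolin alone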
Target sequence (O60755 1-299 limits assumed): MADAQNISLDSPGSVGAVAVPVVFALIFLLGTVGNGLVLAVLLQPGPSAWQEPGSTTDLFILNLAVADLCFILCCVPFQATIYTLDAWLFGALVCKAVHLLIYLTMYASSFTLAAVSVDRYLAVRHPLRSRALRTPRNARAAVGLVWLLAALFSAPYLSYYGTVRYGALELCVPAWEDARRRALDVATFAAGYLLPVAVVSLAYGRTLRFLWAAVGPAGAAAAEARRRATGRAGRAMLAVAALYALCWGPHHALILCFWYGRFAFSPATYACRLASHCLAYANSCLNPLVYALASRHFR
NALP1 inh = NALP1 inhibition; inhibition, % at 10 µM; actives 0.61% (n = 280,000); S. cerevisiae NALP1/ASC/caspase-1 growth, X-gal OD620, 72 h; in the data active = inhibition mostly above about 24%, no sharp cut-off; inactive = mostly below about 32%; also: some compounds called inactive have numbers as strong as hits
MEKK2mut PB1 HTS = signal of MEK5 binding to mutant human MEKK2 PB1 domain; actives 0.35% (n = 290,000); bead flow cytometry, Alexa488-MEK5 binding to MEKK2 mutant; percent response, % at 10 µM; in the data active = percent response above about 24%, passing the limit was not always enough; also: inactives centre near 1; some results filed as inactive read as strong as hits
V1R ag counter = V1a receptor agonism, counter-screen for OXTR agonists; P37288; CHO-V1R cells, Fluo-8 calcium fluorescence, agonist mode; 0% DMSO, 100% 3 nM vasopressin; activation, % at 3 µM; actives 0.25% (n = 320,000);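 active = activation above the mean activation of all tested compounds plus 3 SD, per screening run, cut at about 20% in these data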;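 also: signal is peak over basal fluorescence ratio across a 100 second FLIPR read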
OXTR ag = human OXTR agonism; P30559; CHO-OTR cells, Fluo-8 calcium fluorescence; normalized: DMSO 0%, oxytocin 100%; activation, % at 3 µM; actives 0.32% (n = 320,000); AID 2435;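 active = activation above the mean of all tested compounds plus 3 SD, cutoff set per screening run, cut at about 20% in these data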;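 also: peak over basal fluorescence ratio from a 100 s FLIPR kinetic read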
PfM18AAP inh = blocks P. falciparum M18 aspartyl aminopeptidase; recombinant PfM18AAP, H-Glu-NHMec fluorogenic cleavage; inhibition, % at 7.35 µM; actives 1.2% (n = 290,000);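 active = inhibition above the campaign mean inhibition over all tested compounds plus 3 SD, cut at about 28% in these data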;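 also: 0% = plate median of test compound wells and 100% = 2 mM ZnCl2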
* = called active by the depositor.

Cc1n[nH]c(C)c1S(=O)(=O)N1CCCC(C(=O)NCc2cccs2)C1 (stereo unspecified) was read as GPR7 antagonist 5, MEKK2 WT-MEK5 105, OXTR potentiate -10, GalR3 antagonist -4, NALP1 inh 10, MEKK2mut PB1 HTS 1, V1R ag counter 0.1, OXTR ag 1.4 and PfM18AAP inh -13.
CCOC(=O)C1CCCN(C(=O)C2CCN(c3nnc(-n4cccc4)s3)CC2)C1 (stereo unspecified) was read as GPR7 antagonist -7, MEKK2 WT-MEK5 104, OXTR potentiate -2, GalR3 antagonist 0, NALP1 inh -1, MEKK2mut PB1 HTS 3, V1R ag counter 5.4, OXTR ag -1.6 and PfM18AAP inh 3.
Cc1ccc(S(=O)(=O)N(CC(=O)N2CCCCCC2)c2ccccc2)cc1 was read as GPR7 antagonist -2, MEKK2 WT-MEK5 99, OXTR potentiate -4, GalR3 antagonist -6, NALP1 inh -13, MEKK2mut PB1 HTS 2, V1R ag counter -1.3, OXTR ag -1.2 and PfM18AAP inh 0.
For COc1ccccc1C1=NOC(Cn2c(NCCCO)nc3c2c(=O)n(C)c(=O)n3C)C1 (stereo unspecified) the results were GPR7 antagonist -14, MEKK2 WT-MEK5 103, OXTR potentiate -5, GalR3 antagonist -3, NALP1 inh -6, MEKK2mut PB1 HTS 8, V1R ag counter 2.9, OXTR ag -0.4 and PfM18AAP inh -2.
Screening COc1ccc2c(c1)cc(C(=O)N[C@@H](Cc1ccccc1)C(=O)O)n2C returned GPR7 antagonist -2, MEKK2 WT-MEK5 98, OXTR potentiate -15, GalR3 antagonist -11, NALP1 inh 10, MEKK2mut PB1 HTS -5, V1R ag counter 0.3, OXTR ag -0.7 and PfM18AAP inh 0.
O=C1c2ccccc2NC(c2c(Cl)cccc2Cl)N1Cc1ccccc1 (stereo unspecified) was read as GPR7 antagonist -7, MEKK2 WT-MEK5 77, OXTR potentiate -12, GalR3 antagonist -2, NALP1 inh -4, MEKK2mut PB1 HTS -15, V1R ag counter -0.6, OXTR ag -2.1 and PfM18AAP inh -9.
Screening CC(C)c1ccc(N(CC(=O)NCC2CCCO2)C(=O)CCC(=O)Nc2nccs2)cc1 (stereo unspecified) returned GPR7 antagonist -3, MEKK2 WT-MEK5 100, OXTR potentiate -3, GalR3 antagonist -10, NALP1 inh 13, MEKK2mut PB1 HTS -3, V1R ag counter 2.7, OXTR ag 0.8 and PfM18AAP inh -3.
`CC(=O)NC(=S)Nc1ccc(NC(=O)c2cccs2)cc1` gave GPR7 antagonist -5, MEKK2 WT-MEK5 101, OXTR potentiate -1, GalR3 antagonist 0, NALP1 inh 19, MEKK2mut PB1 HTS 0, V1R ag counter 2.1, OXTR ag 0.2 and PfM18AAP inh 3.
Cc1ccc(CNc2oc(-c3ccco3)nc2S(=O)(=O)c2ccccc2)cc1 was read as GPR7 antagonist -3, MEKK2 WT-MEK5 98, OXTR potentiate -3, GalR3 antagonist -14, NALP1 inh -1, MEKK2mut PB1 HTS 1, V1R ag counter -0.4, OXTR ag 0.1 and PfM18AAP inh -3.
For CC(C)c1nc(SCC(=O)N2CCc3ccccc32)n[nH]1 the results were GPR7 antagonist -8, MEKK2 WT-MEK5 105, OXTR potentiate -3, GalR3 antagonist 0, NALP1 inh 5, MEKK2mut PB1 HTS -2, V1R ag counter 0.2, OXTR ag -1.5 and PfM18AAP inh -12.
CC1Sc2ccc(S(=O)(=O)N3CCC(C(=O)N(C)Cc4ccco4)CC3)cc2NC1=O (stereo unspecified) was read as GPR7 antagonist 1, MEKK2 WT-MEK5 97, OXTR potentiate -6, GalR3 antagonist 3, NALP1 inh -8, MEKK2mut PB1 HTS 4, V1R ag counter 12, OXTR ag 7.9 and PfM18AAP inh 3.
Screening CN(CCOc1ccc(Br)cc1)CC(=O)Nc1cccc(S(=O)(=O)NC2=NCCC2)c1 returned GPR7 antagonist -3, MEKK2 WT-MEK5 82, OXTR potentiate -3, GalR3 antagonist 8, NALP1 inh -9, MEKK2mut PB1 HTS -7, V1R ag counter 1.5, OXTR ag 1.1 and PfM18AAP inh -5.

The last 2 records of the part above come first, to join the parts.
CC1Sc2ccc(S(=O)(=O)N3CCC(C(=O)N(C)Cc4ccco4)CC3)cc2NC1=O (stereo unspecified) was read as GPR7 antagonist 1, MEKK2 WT-MEK5 97, OXTR potentiate -6, GalR3 antagonist 3, NALP1 inh -8, MEKK2mut PB1 HTS 4, V1R ag counter 12, OXTR ag 7.9 and PfM18AAP inh 3.
Screening CN(CCOc1ccc(Br)cc1)CC(=O)Nc1cccc(S(=O)(=O)NC2=NCCC2)c1 returned GPR7 antagonist -3, MEKK2 WT-MEK5 82, OXTR potentiate -3, GalR3 antagonist 8, NALP1 inh -9, MEKK2mut PB1 HTS -7, V1R ag counter 1.5, OXTR ag 1.1 and PfM18AAP inh -5.
For CCOc1ccc(CNC(=O)C(=O)c2cn(CC(=O)N3CCOCC3)c3ccccc23)cc1OC the results were GPR7 antagonist -11, MEKK2 WT-MEK5 112, OXTR potentiate 8, GalR3 antagonist -4, NALP1 inh 11, MEKK2mut PB1 HTS 11, V1R ag counter 1.2, OXTR ag -0.9 and PfM18AAP inh 1.
`COc1ccc(OC)c(/C=C2\SC(=S)N(N3CCOCC3)C2=O)c1` gave GPR7 antagonist -14, MEKK2 WT-MEK5 84, OXTR potentiate -1, GalR3 antagonist -4, NALP1 inh 19, MEKK2mut PB1 HTS -6, V1R ag counter -1.2, OXTR ag -0.6 and PfM18AAP inh -8.
Cc1nc2ccc(S(=O)(=O)Nc3ccccc3C)cc2s1 was read as GPR7 antagonist 25*, MEKK2 WT-MEK5 102, OXTR potentiate -5, NALP1 inh -9, MEKK2mut PB1 HTS 3, V1R ag counter 0.2, OXTR ag -0.1 and PfM18AAP inh 1.
Screening O=c1nc(-c2ccccc2)cc(C(F)(F)F)[nH]1 returned GPR7 antagonist -3, MEKK2 WT-MEK5 96, OXTR potentiate -2, GalR3 antagonist 3, NALP1 inh 8, MEKK2mut PB1 HTS -5, V1R ag counter 1.4, OXTR ag -0.4 and PfM18AAP inh -1.
`CC1(C)CC(=O)C(C=NC(CCC(N)=O)C(=O)O)=C(O)C1` (stereo unspecified) gave GPR7 antagonist -6, MEKK2 WT-MEK5 104, OXTR potentiate -10, GalR3 antagonist -1, MEKK2mut PB1 HTS 4, V1R ag counter -0.2, OXTR ag -0.3 and PfM18AAP inh -11.
For COc1ccc(-n2cnnc2SCC(=O)NC2CCCCC2)cc1 the results were OXTR potentiate -5, GalR3 antagonist -5, V1R ag counter -0.7 and OXTR ag -1.3.
C/C(=N\Nc1ccc(C(F)(F)F)cn1)c1ccncc1 was read as GPR7 antagonist 3, MEKK2 WT-MEK5 102, OXTR potentiate -5, GalR3 antagonist 2, NALP1 inh 5, MEKK2mut PB1 HTS 1, V1R ag counter -1.0, OXTR ag -2.0 and PfM18AAP inh -9.
`Nc1cc(N)nc(SCc2cc([N+](=O)[O-])cc3c2OCOC3)n1` gave GPR7 antagonist 13, MEKK2 WT-MEK5 100, OXTR potentiate 4, GalR3 antagonist 10, NALP1 inh 0, MEKK2mut PB1 HTS 0, V1R ag counter 0.3, OXTR ag -0.1 and PfM18AAP inh -3.
`CC[C@@H](C)[C@H](CNC)NC[C@@H](Cc1cccc2ccccc12)NCCc1cccc(C(F)(F)F)c1` gave GPR7 antagonist 12, MEKK2 WT-MEK5 318*, OXTR potentiate -14, GalR3 antagonist -4, NALP1 inh 6, MEKK2mut PB1 HTS 74*, V1R ag counter 7.0, OXTR ag 10.0 and PfM18AAP inh -1.
Screening CCn1c(=O)c2c(nc3n2CCCN3Cc2ccccc2)n(C)c1=O returned GPR7 antagonist -10, MEKK2 WT-MEK5 104, OXTR potentiate -4, GalR3 antagonist -9, NALP1 inh -8, MEKK2mut PB1 HTS 4, V1R ag counter 2.2, OXTR ag -0.3 and PfM18AAP inh -1.
For CCOC(=O)C1CCN(C(=O)C2(NC(=O)Nc3ccccc3Cl)CCCCC2)CC1 the results were GPR7 antagonist -7, MEKK2 WT-MEK5 104, OXTR potentiate -9, GalR3 antagonist -6, NALP1 inh 13, MEKK2mut PB1 HTS 0, V1R ag counter 0.0, OXTR ag -2.1 and PfM18AAP inh -6.
`COc1ccc(CNCCSc2nnnn2C)c(OC)c1OC` gave GPR7 antagonist -5, MEKK2 WT-MEK5 100, OXTR potentiate -1, GalR3 antagonist 1, NALP1 inh -2, MEKK2mut PB1 HTS -9, V1R ag counter 0.2, OXTR ag 0.4 and PfM18AAP inh -8.
Cc1sc2nc(SCC(=O)NCc3cccs3)[nH]c(=O)c2c1C was read as GPR7 antagonist -10, MEKK2 WT-MEK5 108, OXTR potentiate -6, GalR3 antagonist -8, NALP1 inh -4, MEKK2mut PB1 HTS 3, V1R ag counter 1.0, OXTR ag -0.6 and PfM18AAP inh 4.
Cc1cccc(N2C(=O)c3cccc4c(N)ccc(c34)C2=O)c1 was read as GPR7 antagonist 11, MEKK2 WT-MEK5 96, OXTR potentiate -27, GalR3 antagonist -11, NALP1 inh 29, MEKK2mut PB1 HTS 2, V1R ag counter 139*, OXTR ag 172* and PfM18AAP inh -14.
For CN(C)c1ccc(S(=O)(=O)N2CCCCC2)cc1NC(=O)CCNC(=O)c1ccco1 the results were OXTR potentiate -3, GalR3 antagonist -6, V1R ag counter -0.3 and OXTR ag -0.5.
COc1cc(/C=C2\C(=N)N3N=CSC3=NC2=O)ccc1OS(=O)(=O)c1ccccc1[N+](=O)[O-] was read as GPR7 antagonist 14, MEKK2 WT-MEK5 99, OXTR potentiate -11, GalR3 antagonist 5, NALP1 inh 3, MEKK2mut PB1 HTS -2, V1R ag counter 1.2, OXTR ag 0.2 and PfM18AAP inh 29*.
For O=C(COc1ccc2ccc(=O)oc2c1)NC1CCN(Cc2ccccc2)CC1 the results were GPR7 antagonist -12, MEKK2 WT-MEK5 98, OXTR potentiate 5, GalR3 antagonist -3, NALP1 inh -10, MEKK2mut PB1 HTS 0, V1R ag counter 0.4, OXTR ag 1.4 and PfM18AAP inh -1.
For COc1ccccc1N(CC(=O)NC(C)(C)C)C(=O)C1CSC(=O)C1 (stereo unspecified) the results were GPR7 antagonist -7, MEKK2 WT-MEK5 102, OXTR potentiate -11, GalR3 antagonist -6, NALP1 inh 5, MEKK2mut PB1 HTS 2, V1R ag counter 0.4, OXTR ag 0.9 and PfM18AAP inh -4.
For O=C(O)c1c(F)c(F)cc2ccccc12 the results were GPR7 antagonist 4, OXTR potentiate -10, GalR3 antagonist -3, NALP1 inh -82, V1R ag counter 0.6, OXTR ag 0.1 and PfM18AAP inh -2.
For COc1ccc(N(C)C(=O)c2ccc(NC(=O)CCS(=O)(=O)c3cccs3)cc2)cc1 the results were GPR7 antagonist 2, MEKK2 WT-MEK5 103, OXTR potentiate -2, GalR3 antagonist -8, NALP1 inh 10, MEKK2mut PB1 HTS 2, V1R ag counter 2.8, OXTR ag 0.7 and PfM18AAP inh 4.
Screening CCC(=O)N1c2ccc(S(=O)(=O)CCC(=O)N3CCN(c4ccccc4F)CC3)cc2CC1C (stereo unspecified) returned GPR7 antagonist -7, MEKK2 WT-MEK5 94, OXTR potentiate -5, NALP1 inh -1, MEKK2mut PB1 HTS 5, V1R ag counter 5.3, OXTR ag 5.0 and PfM18AAP inh 3.
`O=C(NCCc1ccccc1Cl)c1cc(COc2ccc(F)cc2F)on1` gave GPR7 antagonist -11, MEKK2 WT-MEK5 104, OXTR potentiate -12, NALP1 inh 11, MEKK2mut PB1 HTS 2, V1R ag counter 4.1, OXTR ag 3.1 and PfM18AAP inh 0.
